Mac1 fbg inh: CD11b/CD18-fibrinogen binding inhibition. P05107+P11215. K562 CD11b/CD18 adhesion to fibrinogen, ATPlite luminescence; Mn2+ added to activate the integrin. inhibition, % at 10 µM. 0.54% of 93,000 active;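 active = primary inhibition of 50% or more at 10 µM, then 40% or more on retest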; note: some results filed as inactive read as strong as hits
Calb biofilm kill: kills Candida albicans biofilms; inhibition, % at 6 µM; C. albicans biofilm + clotrimazole, Alamar Blue; 0.14% of 85,000 active;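 active = inhibition above 20%; inactive = inhibition below 20%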;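 note: preformed 24 hr biofilms exposed to compound for 48 hr; 0% = biofilm without compound and 100% = blank killed by clotrimazole plus chlorhexidine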
Mac1 fbg enh: enhancers of human CD11b/CD18 binding to fibrinogen | P05107+P11215 | K562 CD11b/CD18 adhesion to fibrinogen, ATPlite luminescence | activation, % at 10 µM | 0.07% of 93,000 active | AID 1499;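 active = 10 µM primary screen giving 50% or more activity, confirmed by 40% or more on retest at that dose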; note: strong numbers were not always called active; reference of the scale not given here
sEH inh: inhibitors of human soluble epoxide hydrolase. inhibition, % at 2 µM. P34913. 0.34% of 91,000 active. recombinant human sEH enzymatic activity assay; in the data active = inhibition above about 80%; note: values of inactives mirror those of a sister screen read the other way; many of its hits are not listed in these tables
Target sequence (P34913 whole entry, looked up): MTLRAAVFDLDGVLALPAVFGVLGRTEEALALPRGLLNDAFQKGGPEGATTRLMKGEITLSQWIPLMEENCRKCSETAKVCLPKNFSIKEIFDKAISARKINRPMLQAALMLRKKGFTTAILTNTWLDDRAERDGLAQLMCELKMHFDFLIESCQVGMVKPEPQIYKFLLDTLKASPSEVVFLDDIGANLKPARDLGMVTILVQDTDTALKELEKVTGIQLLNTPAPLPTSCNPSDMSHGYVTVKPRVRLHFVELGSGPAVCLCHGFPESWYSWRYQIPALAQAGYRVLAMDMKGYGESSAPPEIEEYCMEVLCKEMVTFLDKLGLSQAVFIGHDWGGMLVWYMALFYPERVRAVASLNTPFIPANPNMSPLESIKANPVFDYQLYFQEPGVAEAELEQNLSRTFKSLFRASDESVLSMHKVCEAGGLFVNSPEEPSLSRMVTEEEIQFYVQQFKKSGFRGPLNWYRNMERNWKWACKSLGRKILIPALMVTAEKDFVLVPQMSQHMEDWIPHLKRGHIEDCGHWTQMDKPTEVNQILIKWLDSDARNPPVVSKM
sEH activator: increases human soluble epoxide hydrolase activity; purified human sEH enzymatic activity, activator screen; activation, % at 2 µM; 0.04% of 91,000 active; AID 717; in the data active = activation above about 37%; note: values of inactives mirror those of a sister screen read the other way
Smad3 FoxH1 inh: Smad3 (human) transcription factor binding inhibition; TR-FRET Smad3/Dy647-FoxH1 peptide binding, europium anti-His; inhibition, % at 25 µM; 0.29% of 88,000 active; AID 630;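 active = compounds that reduce the energy-transfer binding signal between the protein and its labelled peptide by more than half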;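 note: 0% = Smad3 plus labelled peptide maximal FRET and 100% = peptide-only background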
Target sequence (P84022 whole entry, looked up): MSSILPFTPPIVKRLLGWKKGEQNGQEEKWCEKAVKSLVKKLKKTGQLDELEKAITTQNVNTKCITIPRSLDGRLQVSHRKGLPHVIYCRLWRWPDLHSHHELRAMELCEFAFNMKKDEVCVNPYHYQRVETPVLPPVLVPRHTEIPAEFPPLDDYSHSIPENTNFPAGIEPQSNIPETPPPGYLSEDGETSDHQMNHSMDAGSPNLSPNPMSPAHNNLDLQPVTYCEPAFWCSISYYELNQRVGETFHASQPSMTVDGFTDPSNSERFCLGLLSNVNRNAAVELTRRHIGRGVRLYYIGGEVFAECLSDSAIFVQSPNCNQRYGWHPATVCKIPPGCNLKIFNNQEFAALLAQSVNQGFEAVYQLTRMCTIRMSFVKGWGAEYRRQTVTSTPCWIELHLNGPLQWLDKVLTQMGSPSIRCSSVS
ERb SRC1 inh: ER-beta (human) coactivator binding inhibition | inhibition, % at 25.6 µM | 1.3% of 86,000 active | TR-FRET ER-beta LBD / SRC1-Cy5 peptide binding; receptor agonist-loaded with 1 µM estradiol | Q92731;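 active = compounds whose percent inhibition of the receptor-coactivator binding signal exceeds about 50% in the single-dose screen, limit read from the data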;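 note: 0% = receptor plus peptide wells without compound and 100% = peptide-only wells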
MT1-MMP txn act: activates MT1-MMP transcription | activation factor at 10 µM | 0.16% of 86,000 active | HT1080 MT1-MMP promoter luciferase reporter, luminescence, overnight; active compounds read high;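 active = activation factor of at least 2 for MT1-MMP transcription at 10 µM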
ERa SRC1 pot: ER-alpha (human) coactivator binding potentiation; P03372; TR-FRET ERalpha-LBD/SRC-Cy5 coactivator binding, 2 h; 100 = basal binding, no effect; coactivator binding (% of control), % at 25.6 µM; 1.3% of 86,000 active; in the data active = activity above about 200%;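 note: binding measured in presence of low estradiol as agonist stimulus; 0% = peptide alone without receptor and 100% = receptor with peptide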
An asterisk follows results filed as active; / = not tested or not shown; [ ] = remark or other dose.

SMILES | Mac1 fbg inh | Calb biofilm kill | Mac1 fbg enh | sEH inh | sEH activator | Smad3 FoxH1 inh | ERb SRC1 inh | MT1-MMP txn act | ERa SRC1 pot
COc1ccc(OC)c(C2C(C(=O)c3ccco3)=C(O)C(=O)N2CCCN2CCOCC2)c1 (stereo unspecified) | / | 11 | / | / | / | 2[fluorescence artefact?] | 1 | 1 | 92
CCOC(=O)N1CCC(c2cc(=O)n3[nH]c(C)c(-c4ccc(F)cc4)c3n2)CC1 | -10 | 4 | -3 | -16 | 16 | -3 | -11 | 1 | 96
COc1cc(/C=N/NC(=O)c2nc(C)cc(C)n2)ccc1O | 5 | 11 | -3 | -10 | 10 | -5 | 5 | 1.4 | 85
O=C(O)c1ccc(CNc2ccccc2C(=O)O)cc1 | -23 | 6 | 2 | -8 | 6 | 5 | 9 | 1.4 | 46
N/C(=N\OS(=O)(=O)c1cc(Cl)ccc1Cl)c1ccncc1 | -61 | 8 | 0 | 0 | 0 | 6 | -8 | / | 100
O=c1[nH]c(=O)n(Cc2ccccc2)c2nc(-c3ccco3)cc(C(F)(F)F)c12 | -11 | 9 | -1 | -1 | 2 | -11 | 4 | 1 | 136
O=C(/C=C/c1cc([N+](=O)[O-])ccc1OC(F)F)NCc1ccc(Cl)cc1 | -30 | / | -1 | 15 | -17 | / | / | / | /
Cc1cc2c(cc(C(=O)N3CCC(C(=O)NC4CCCC4)CC3)n2Cc2c(F)cccc2Cl)o1 | / | 7 | / | / | / | -7 | 5 | 0.9 | 83[fluorescence artefact?]
O=C(Nc1cccc(Cl)c1)Nc1ccc2c(c1)OCO2 | -21 | 2 | 12 | 79 | -79 | 13 | 2 | 1.7 | 112
CCOC(=O)C(C)n1cnc2c(nnn2-c2cccc(Cl)c2)c1=O (stereo unspecified) | -5 | 0 | -3 | -19 | 18 | 6 | 13 | 1.1 | 96
O=C(Cn1cc(C(=O)C2CC2)c2ccccc21)NCC1CCCO1 (stereo unspecified) | -16 | 11 | -2 | 0 | 3 | 4 | -8 | 1 | 103[fluorescence artefact?]
O=C(CCN1CCc2ccccc21)c1ccc2c(c1)OCCO2 | 3 | 4 | -6 | -1 | 3 | -2 | 8 | 1.6 | 100[fluorescence artefact?]
C=CCNC(=O)CCCOc1cc(C)ccc1C | 1 | 3 | 2 | 3 | -1 | -2 | -4 | 1.1 | 109
COc1ccccc1C(=O)N/C(=C/c1ccc(Br)cc1)C(=O)NCCO | -6 | / | -2 | -10 | 10 | / | / | / | /
CC(=O)N1c2ccccc2N(Cc2ccc(C)cc2C)C(=O)C1(C)C | 5 | 5 | 3 | 3 | 1 | 10 | -5 | 0.4 | 122
CCc1nc(SCC(=O)N2CCC(C)CC2)c2c(=O)n(C)c(=O)n(C)c2n1 | / | 12 | / | / | / | 6 | 4 | 1.1 | 80
O=C(CCC(=O)c1ccc(F)cc1)Nc1cccnc1 | / | 2 | / | -15 | 15 | 3 | -20 | 1.2 | 108
O=C(Nc1cccc(Cl)c1)Nc1cccc(Cl)c1 | / | 9 | / | 74 | -74 | 4[fluorescence artefact?] | 5 | 1.1 | 108
COc1ccc2nc(NC(=O)CCNS(=O)(=O)c3ccc4c(c3)oc(=O)n4C)sc2c1 | / | -4 | / | / | / | 0 | -3[fluorescence artefact?] | 1 | 105
O=C(O)c1n[nH]c2c1CCCC2 | -22 | 3 | -1 | / | / | -6 | 2 | 1.1 | 86
O=C(Nc1cccc2ccccc12)N1CCN(c2ccc(F)cc2)CC1 | -10 | 8 | 0 | -8 | 8 | 6 | -4 | 1.1 | 139
Cc1cc(NC(=O)CSc2ccccc2)no1 | -4 | 6 | 1 | -15 | 14 | -10 | 2 | 1.1 | 110
O=C(CN(C(=O)c1cc2c(s1)CCC2)C1CCCC1)NCc1cccs1 | -7 | 5 | -2 | -17 | 16 | 9 | -4 | 1.1 | 104
O=C(NNC(=O)C(c1ccccc1)c1ccccc1)c1cccs1 | 10 | / | -4 | 4 | -1 | / | / | / | /
O=C(c1cccc(C(F)(F)F)c1)N1CCCC1 | -32 | 5 | 6 | 1 | 0 | 2 | -13[fluorescence artefact?] | 1.2 | 97
COc1cc(C2=NOC(C(=O)Nc3ccc(C(C)=O)cc3)C2)cc(OC)c1OC (stereo unspecified) | -11 | 7 | -4 | -4 | 4 | 23[fluorescence artefact?] | 0 | 1.2 | 128
Cc1ccc(CNC(=O)c2cccc(-n3cnnn3)c2)cc1 | -8 | 9 | -2 | 21 | -21 | -2 | -7 | 1.1 | 121
CCOC(=O)N1CCC(NC(=O)C2CCN(c3ccc(N4CCOCC4)nn3)CC2)CC1 | -4 | 2 | -2 | / | / | 8 | 3 | 1.3 | 98
CC(=O)NCCc1cc2ccc(C)cc2[nH]c1=O | / | 3 | / | 0 | 2 | -6 | 6[fluorescence artefact?] | 1.3 | 105
COc1ccc(-c2csc(N(CCc3ccc(OC)c(OC)c3)C(=O)COc3ccccc3)n2)cc1 | -48 | / | 50 | -11 | 15 | / | / | / | /
O=S1(=O)N=C(Nc2ccc(O)c(CN3CCCCC3)c2)c2ccccc21 | -3 | 6 | -3 | / | / | 4 | 6[fluorescence artefact?] | 1.3 | 117
CCOC(=O)c1c(C)oc(/N=C/c2ccccc2O)c1C#N | 2 | 5 | -4 | / | / | 3 | 4[fluorescence artefact?] | 1.1 | 126
O=C(Nc1ccc2oc(-c3ccncc3)nc2c1)c1ccccc1F | 4 | 4 | 0 | 27 | -28 | 1 | -3 | 1.2 | 136
COc1ccccc1-c1nnc(SC2CCc3ccccc3NC2=O)s1 (stereo unspecified) | / | 2 | / | 11 | -8 | 14 | -11 | 1.2 | 111
Cc1ccc(C(=O)Nc2ccccc2C(N)=O)o1 | 5 | 4 | -2 | 1 | 4 | 0 | 6 | 1.1 | 102
CCOC(=O)c1c2c(n(C)c1C)C(=O)C(=O)c1ccc(Br)cc1-2 | / | 10 | / | -11 | 14 | 68*[fluorescence artefact?] | 6 | 0.7 | 98
CC(C)(C)Cc1nnc(NC(=O)c2cc(-c3ccccc3)nc3ccccc23)s1 | 6 | / | 2 | 7 | -4 | / | / | / | /
O=C(CSc1nnc(Cc2ccccc2)o1)N1CCCc2ccccc21 | -8 | 5 | 8 | / | / | 12 | 4 | 1 | 104
O=C(CSc1nnc(-c2ccco2)o1)NC1CCCCC1 | -7 | 2 | -3 | 13 | -14 | -7 | 0 | / | 112
O=c1oc2cc(Br)ccc2n1CSC1=NCCS1 | 1 | 7 | 1 | / | / | -5 | 0 | 1.1 | 111

Reprinted at random: 5 compounds from above, in no set order.
SMILES | Mac1 fbg inh | Calb biofilm kill | Mac1 fbg enh | sEH inh | sEH activator | Smad3 FoxH1 inh | ERb SRC1 inh | MT1-MMP txn act | ERa SRC1 pot
O=S1(=O)N=C(Nc2ccc(O)c(CN3CCCCC3)c2)c2ccccc21 | -3 | 6 | -3 | / | / | 4 | 6[fluorescence artefact?] | 1.3 | 117
COc1ccc(-c2csc(N(CCc3ccc(OC)c(OC)c3)C(=O)COc3ccccc3)n2)cc1 | -48 | / | 50 | -11 | 15 | / | / | / | /
CCOC(=O)N1CCC(NC(=O)C2CCN(c3ccc(N4CCOCC4)nn3)CC2)CC1 | -4 | 2 | -2 | / | / | 8 | 3 | 1.3 | 98
COc1ccccc1-c1nnc(SC2CCc3ccccc3NC2=O)s1 (stereo unspecified) | / | 2 | / | 11 | -8 | 14 | -11 | 1.2 | 111
Cc1ccc(CNC(=O)c2cccc(-n3cnnn3)c2)cc1 | -8 | 9 | -2 | 21 | -21 | -2 | -7 | 1.1 | 121

Continuation:
SMILES | Mac1 fbg inh | Calb biofilm kill | Mac1 fbg enh | sEH inh | sEH activator | Smad3 FoxH1 inh | ERb SRC1 inh | MT1-MMP txn act | ERa SRC1 pot
O=P(O)(CCc1ccccn1)CN1CCOCC1 | -1 | -2 | 1 | / | / | -17 | 2 | 1.1 | 109
CCOc1ccccc1C1CC(=O)Nc2cc(OC)c(OC)c(OC)c21 (stereo unspecified) | 33 | 3 | -2 | 9 | -7 | 0 | -9 | / | 88
COCc1nc2ccccc2n1CCCOc1ccccc1 | -11 | 5 | 1 | -11 | 9 | 12[fluorescence artefact?] | 2 | 1 | 121
CS(=O)(=O)N(CCc1ccccc1)CC(=O)N1CCc2ccccc2C1 | -18 | 4 | -3 | -4 | 7 | 3 | -3 | 1.2 | 127
O=S(NC1CCCCC1)C12CC3CC(CC(C3)C1)C2 (stereo unspecified) | 10 | 5 | -4 | / | / | -6 | -8 | 1 | 113
COc1ccc(NC(=O)C2CCCN2C(=O)NCc2ccccc2)cc1OC (stereo unspecified) | / | 10 | / | 2 | -2 | 7 | -18 | 1.3 | 87
Cc1cc(=O)[nH]c(SCc2nc3ccccc3s2)n1 | 0 | 3 | 2 | / | / | -1 | -6 | 1.1 | 102
O=S(=O)(Cc1cc(Oc2ccccc2)nc(-c2ccccc2)n1)c1ccccc1 | 22 | / | 2 | 2 | -5 | / | / | / | /
CCOC(=O)C1CCN(CCC(=O)Nc2ccccc2)CC1 | / | 4 | / | -10 | 13 | 7 | -3 | 1.2 | 93
COc1ccc(OCC(=O)Nc2ccccc2OC(F)F)cc1 | 0 | 3 | 3 | 8 | -7 | -6 | -1 | 1.1 | 128[fluorescence artefact?]
COc1ccc(NC(=O)CSc2nnc(C3CC3)n2-c2ccccc2)cc1 | 23 | -3 | 16 | 17 | -14 | 2 | -9 | 1 | 110
CN(C)CCN1C(=O)C(=O)/C(=C(/O)c2ccc(F)cc2)C1c1ccccc1F (stereo unspecified) | 33 | 6 | 0 | / | / | 2 | -8 | 1.1 | 124
O=C(Nc1ccc2c(c1)OCO2)N1CCN(c2ncccn2)CC1 | -28 | 5 | 0 | 34 | -32 | 6 | -4 | 1.3 | 103[fluorescence artefact?]
CCS(=O)(=O)Nc1ccc(-c2nnc(SCC(=O)OC)o2)cc1 | 10 | 9 | 1 | 5 | -5 | -1 | 11 | 1.1 | 46[fluorescence artefact?]
CNC(=S)NNC(=O)Cn1ccc(C)n1 | -4 | / | -3 | -1 | 2 | / | / | / | /
CC(c1ccccc1)n1c(-c2ccncc2)n[nH]c1=S (stereo unspecified) | -9 | 1 | -2 | -4 | 6 | 1 | -10 | 0.9 | 90
CCN1CCN(S(=O)(=O)c2cccc3nsnc23)CC1 | 0 | 2 | 0 | -8 | 8 | 6 | 5[fluorescence artefact?] | 1.1 | 116[fluorescence artefact?]
COc1ccccc1NC(=O)C1C2CCCCC21 (stereo unspecified) | -1 | 3 | -4 | 10 | -9 | 0 | 3[fluorescence artefact?] | 0.9 | 120[fluorescence artefact?]
Cc1ccc(OCCCC(=O)Nc2ccc(N3CCOCC3)cc2)c(C)c1 | / | 1 | / | 37 | -37 | -12 | 17[fluorescence artefact?] | 1 | 97[fluorescence artefact?]
O=C(O)CCc1n[nH]c(=S)[nH]c1=O | -6 | / | -3 | 3 | -3 | / | / | 1.1 | /
O=C1C2CC=CCC2C(=O)N1c1nc2n(n1)C(c1ccccc1)CC(c1ccccc1)N2 (stereo unspecified) | 0 | 1 | 0 | 5 | -6 | -4 | 6 | 1.2 | 92
Cc1ccc2cc(CN(CCO)Cc3nnnn3Cc3ccc(F)cc3)c(=O)[nH]c2c1 | 3 | 5 | 5 | 3 | -2 | 5 | -20 | 1.1 | 99
O=C(NC1CCC(NC(=O)C2CCCO2)CC1)C1CCCO1 (stereo unspecified) | 11 | -5 | 12 | 1 | 3 | -2 | 10 | 1.1 | 88
Cc1cc2c(cc1C)NC(c1ccccn1)C1=C(CC(C)(C)CC1=O)N2 (stereo unspecified) | -1 | 2 | 9 | 1 | 3 | 14 | -18 | 1.4 | 100
O=C(/C=C/c1ccco1)Nc1cccc(-c2nc3ccccc3[nH]2)c1 | -16 | / | -3 | 3 | -4 | / | / | / | /
CCOc1ccc(NS(=O)(=O)c2ccc(OCC(=O)NCCCOC)cc2)cc1 | -23 | 3 | 2 | 9 | -13 | 4 | -4 | 1.2 | 136

Only part of the results is shown; the hit share may differ from the screen's.
